MRP reversal: reversal of MRP1-mediated doxorubicin resistance, primary screen, H69AR cells, doxorubicin co-treatment; H69AR cells + 2 uM doxorubicin, CellTiter-Glo, 72 h; differential viability (reversal), % at 10 µM; 0.04% of 85,000 active;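 active = viability drop by adding the cancer drug above about 55%, with treated viability meeting a 40% cutoff, limit read from the data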;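 note: viability without doxorubicin minus viability with 2 µM doxorubicin for each compound; larger differential means the compound sensitizes cells more to doxorubicin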
NFkB transloc pot: enhancers of NFkB p65 translocation in HUVEC – imaging, IL-1B stimulus, high-content imaging, primary screen; HUVEC IL-1B NFkB p65 nuclear translocation imaging; activation, % at 2 µM; 0.3% of 94,000 active; AID 819, 2007;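 active = activation above 40%, about the mean plus 3 SD, also judged a hit on visual image review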;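 note: percent activation is computed from the nuclear over cytoplasmic p65 intensity ratio; values of inactives mirror those of a sister screen read the other way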
NFkB transloc inh: inhibitors of IL-1B driven NFkB p65 nuclear import, primary screen, imaging, HUVEC, IL-1B stimulus, high-content imaging | inhibition, % at 2 µM | HUVEC IL-1B NFkB p65 nuclear translocation imaging | 0.43% of 94,000 active;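 active = inhibition above about 30% together with a positive call from visual inspection of the well image, limit read from the data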;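 note: nuclear over cytoplasmic p65 intensity ratio measured by imaging; 0% = IL-1B stimulated DMSO wells and 100% = unstimulated DMSO wells; values of inactives mirror those of a sister screen read the other way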
Bcl-B displacement: displacers of TR3 peptide from Bcl-B, primary screen, selectivity assay for Bfl-1 inhibitor project, biochemical, fluorescence polarization | FP displacement of FITC-TR3 peptide from Bcl-B; higher % means a stronger effect | 0.11% of 96,000 active | one-dose displacement, % at 20 µM; IC50 in µM for titrated hits | Bcl-2-like protein 10 (Homo sapiens) | AID 748, 2007;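 active = displacement above 50% at 20 µM plus a fluorescence interference ratio under 1.5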;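 note: plate controls were wells without compound for no effect and wells lacking Bcl-B protein for full effect; a part of the inactive calls stands beside numbers as strong as those of hits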
PLAP inhibition: PLAP enzyme inhibitors, biochemical, luminescence, HTS (AID 690); purified PLAP, luminescent substrate; higher % means a stronger effect; Alkaline phosphatase, placental type (Homo sapiens); one-dose inhibition, % at 20 µM; IC50 in µM for titrated hits; 0.08% of 96,000 active; in the data active = a potency from the dose series; inactive = the rest, 99 in 100 with inhibition below about 30%; note: strong numbers were not always called active
MRP reversal cytotoxicity: recorded beside MRP reversal, whose call it bears; viability, %; H69AR cells, CellTiter-Glo, 72 h; measured here: cytotoxicity without doxorubicin
MRP reversal with doxorubicin: also measured in MRP reversal; calls as there; viability, %; measured here: viability with 2 uM doxorubicin; hits give low values
NFkB transloc inh cell count 2 µM: second read-out of NFkB transloc inh, no call of its own (marks repeat the call); cell count; measured here: cells passing quality filter;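 raw number of nuclei counted in each imaged well without normalization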
NFkB transloc pot cell count 2 µM: also measured in NFkB transloc pot; calls as there; cell count; measured here: cells passing quality filter
Starred values were filed as active, the others as inactive; . = no result given. Some of the compounds tested. The share of hits here may be higher or lower than overall.

structure	MRP reversal	MRP reversal cytotoxicity	MRP reversal with doxorubicin	NFkB transloc pot	NFkB transloc pot cell count 2 µM	NFkB transloc inh	NFkB transloc inh cell count 2 µM	Bcl-B displacement	PLAP inhibition
CC1CCC/C=C/C2CC(O)CC2C(O)/C=C/C(=O)O1 (configuration not stated)	-1.9	2.9	4.8	-2.9	75	2.9	75	7.9%	-29.9%
Nc1ccccc1N=Cc1c(O)n(CCC2=CCCCC2)c(=O)[nH]c1=O	.	.	.	7.8	172	-7.8	172	-61.1%	-73.6%
CC(C(N)=O)N1CC(c2ccc(Cl)cc2)CC1=O (configuration not stated)	8.7	102.0	93.3	8.6	133	-8.6	133	0.3%	5.3%
CCC(C)(C)n1nnnc1CN1CCC(n2c(C)nc3cc(C(F)(F)F)ccc32)CC1	-4.1	74.5	78.6	17.4	130	-17.4	130	.	.
Cc1cccc(NC(=O)CSc2nnc([C@@H](N)Cc3c[nH]c4ccccc34)o2)c1C	13.3	93.2	79.8	16.8	134	-16.8	134	4.6%	-69.5%
N/C(=N\[N+](=O)[O-])N/N=C/c1ccc(O)cc1	.	.	.	2.1	109	-2.1	109	4.4%	11.9%
O=C(CCn1c(=O)oc2ccccc21)N1CCC2(CC1)OCCO2	16.8	104.2	87.4	39.2	116	-39.3	116	11.0%	-9.8%
FC(F)(F)/C(=N\P(=S)(N1CCOCC1)N1CCOCC1)N1CCOCC1	20.9	96.5	75.6	4.5	134	-4.5	134	-2.4%	-22.3%
O=C(C1CCC(=O)N1C1CCCC1)N1CCC2(CC1)OCCO2 (configuration not stated)	16.0	100.6	84.6	14.8	161	-14.8	161	-11.8%	-5.3%
CCC1(c2ccccc2)C(=O)N(C)C(=O)N(C)C1=O	9.1	99.6	90.5	-2.4	164	2.4	164	-9.6%	15.2%
CN1CCN(C(=O)Cc2nc3ccccc3[nH]2)CC1	-2.0	101.2	103.2	-10.1	207	10.1	207	3.7%	-2.6%
O=c1[nH]c(=O)n(Cc2ccc(F)cc2)c(O)c1C=NCCCn1ccnc1	2.9	86.3	83.4	4.8	166	-4.8	166	-12.3%	-59.4%
CCC(=NCc1cc(OC)cc(OC)c1)c1c(O)n(C)c(=O)n(C)c1=O	-11.5	67.2	78.7	0.9	115	-0.9	115	-0.3%	-19.4%
CC(C)n1cc(C(=O)N(CC(=O)NC2CCCC2)Cc2ccccc2)cn1	-5.4	81.9	87.2	12.6	200	-12.6	200	-1.5%	-8.2%
c1ccc2oc(N3CCNCC3)nc2c1	-0.9	101.1	102.0	10.9	111	-10.9	111	3.4%	4.0%
O=C(Cc1ccccc1)OCn1nnc2ccccc2c1=O	-10.4	81.1	91.5	4.8	108	-4.8	108	.	.
C=CCn1c(O)c(C(CC)=NCCCO)c(=O)[nH]c1=O	11.0	90.0	78.9	2.4	148	-2.4	148	1.2%	7.0%
CC(=O)N1CCC2(CC1)CC(=O)c1cc(OCC(=O)N3CCN(C)CC3)ccc1O2	2.3	92.4	90.1	4.7	174	-4.7	174	0.5%	-18.8%
CCn1c(O)c(C(=O)CC2NCCc3ccccc32)c(=O)n(CC)c1=S (configuration not stated)	4.1	82.0	77.9	29.8	155	-29.8	155	1.9%	.
CCC(C)(C)n1nnnc1C(c1cccs1)N1CC=C(c2ccc(F)cc2)CC1 (configuration not stated)	-10.2	70.6	80.9	-3.2	101	3.2	101	-16.7%	-5.2%

Three structures out of the list, arranged by count of non-hydrogen atoms, highest first:
structure	MRP reversal	MRP reversal cytotoxicity	MRP reversal with doxorubicin	NFkB transloc pot	NFkB transloc pot cell count 2 µM	NFkB transloc inh	NFkB transloc inh cell count 2 µM	Bcl-B displacement	PLAP inhibition
O=c1[nH]c(=O)n(Cc2ccc(F)cc2)c(O)c1C=NCCCn1ccnc1	2.9	86.3	83.4	4.8	166	-4.8	166	-12.3%	-59.4%
CCC(=NCc1cc(OC)cc(OC)c1)c1c(O)n(C)c(=O)n(C)c1=O	-11.5	67.2	78.7	0.9	115	-0.9	115	-0.3%	-19.4%
c1ccc2oc(N3CCNCC3)nc2c1	-0.9	101.1	102.0	10.9	111	-10.9	111	3.4%	4.0%

The list goes on.
structure	MRP reversal	MRP reversal cytotoxicity	MRP reversal with doxorubicin	NFkB transloc pot	NFkB transloc pot cell count 2 µM	NFkB transloc inh	NFkB transloc inh cell count 2 µM	Bcl-B displacement	PLAP inhibition
ClCCNc1nc2ccc(Cl)cc2[nH]1	20.9	105.8	84.8	-10.4	165	10.4	165	8.6%	15.4%
N=c1c2c(n(Cc3ccc(Cl)cc3Cl)c3c1CCC3)CCCC2	-0.1	68.7	68.8	.	.	.	.	-0.9%	-2.9%
O=C1NC(=O)C(C/C=C/c2ccccc2)C(=O)N1	-3.7	98.6	102.3	.	.	.	.	2.4%	-9.9%
CN1C(=O)N(C)C(=O)C2(Cc3c(nc4ccccn4c3=O)N3CCC(Cc4ccccc4)CC32)C1=O (configuration not stated)	-2.1	78.1	80.1	.	.	.	.	3.3%	-29.3%
CC[N+](CC)(CC)CCCOC(=O)C(O)(c1ccccc1)C1CCCCC1 (configuration not stated)	10.6	91.7	81.1	-9.7	111	9.7	111	-2.8%	21.7%
Cc1ccc2c(c1)C1CN(C)CCC1N2C(=O)Cc1cccs1 (configuration not stated)	-3.2	94.6	97.9	.	.	.	.	-6.1%	-1.4%
CCN1CCN(CC(=O)c2c(C)n(Cc3ccccc3)c3ccc(OC)cc23)CC1	-15.7	54.5	70.3	2.2	194	-2.2	194	14.6%	-75.0%
CC1(C)C2CC=C(CN3CCOCC3)C1C2 (configuration not stated)	0.9	89.5	88.5	-4.9	127	4.9	127	-4.9%	-4.8%
CC(=NCc1cccnc1)c1c(O)n(-c2ccc(C)cc2)c(=O)[nH]c1=O	9.0	91.3	82.3	7.6	111	-7.6	111	-9.6%	-23.9%
CC(C)(C)c1ccc(CN2C(=O)CN=C(c3ccccc3)c3ccccc32)cc1	.	.	.	15.0	189	-15.0	189	0.2%	-34.2%
O=C(Cn1ncc2ccccc21)N1CCC2(CC1)OCCO2	8.9	104.2	95.4	35.0	205	-35.0	205	-6.9%	-11.9%
COc1ccc(CCNCc2ccncc2)cc1	.	.	.	22.6	160	-22.6	160	29.2%	4.7%
CC(C)C12CN3CC(C(C)C)(CN(C1)C3c1cccnc1)C2=O (configuration not stated)	15.8	94.1	78.4	-9.5	152	9.5	152	-16.1%	-15.6%
OC(Cc1ccccc1)(c1ccccc1)C1CN2CCC1CC2 (configuration not stated)	9.3	81.3	71.9	-4.2	183	4.2	183	-6.0%	-9.7%
CCOc1ccccc1N=C1SCCCN1C	-2.1	100.5	102.7	.	.	.	.	-1.2%	2.3%
CCOc1ccc2nc(N3CCC(C(=O)N4CCC5(CC4)OCCO5)CC3)sc2c1	-12.9	52.0	64.9	7.9	196	-7.9	196	-3.8%	-57.5%
O=C(O)C12C3CCCC1C32c1ccccc1 (configuration not stated)	11.6	97.8	86.2	14.9	241	-14.9	241	7.8%	13.8%
Fc1ccc(CCNCc2cccc(Cl)c2)cc1	.	.	.	15.8	142	-15.8	142	-6.2%	9.8%
O=C1CC(N2CCC(n3c(=O)[nH]c4ccccc43)CC2)C(=O)N1Cc1ccccc1 (configuration not stated)	20.2	100.9	80.8	-5.6	94	5.6	94	-11.7%	-55.2%
COc1cc(OC)cc(-n2nc(C(=O)N3CCC4(CC3)OCCO4)c3ccccc3c2=O)c1	3.2	90.2	87.0	.	.	.	.	-9.1%	4.3%
CCCCn1c(O)c(C(CC)=NCCN2CCOCC2)c(=O)[nH]c1=O	17.0	102.0	85.0	11.0	120	-11.0	120	-6.1%	-78.9%
COC(=O)C1=Nc2ccccc2/C1=C\c1c(O)n(-c2ccc(OC)cc2)c(=O)[nH]c1=O	.	.	.	-6.7	192	6.7	192	6.5%	.
CCN(CCNc1ccc([N+](=O)[O-])c2cccnc12)S(=O)(=O)c1ccc(Cl)cc1	.	.	.	2.1	64	-2.1	64	5.5%	6.9%
CC1(C)CN=C(NCc2ccccc2Cl)S1	1.3	94.2	92.9	3.6	144	-3.6	144	-4.6%	25.0%
O=P1(NC2CCCC2)COc2ccccc2OC1	14.7	98.7	84.0	-0.2	97	0.2	97	0.5%	-3.8%
O=C(Cn1ncc2c3ccccc3n(Cc3ccccc3F)c2c1=O)N1CCC2(CC1)OCCO2	-0.9	90.6	91.5	.	.	.	.	0.5%	-3.5%
CN1CCC(OC(=O)C2c3ccccc3Oc3ccccc32)CC1	-4.6	80.4	84.9	20.0	189	-20.0	189	2.7%	-36.2%
CCCCn1c(=O)c(C(=O)NCc2ccncc2)c(O)c2ccccc21	-6.6	74.6	81.2	11.9	181	-11.9	181	-15.6%	-61.2%
Cc1cccc(N2CCN(CCc3ccccc3)CC2)c1C	.	.	.	-0.7	166	0.7	166	-9.9%	-31.0%
CCC(=NCc1ccco1)c1c(O)n(-c2ccccc2)c(=O)[nH]c1=O	0.8	86.5	85.7	14.7	154	-14.7	154	4.8%	3.9%
CCCC(C)C1C(C#N)=C(N)Oc2c1c(=O)oc1ccccc21 (configuration not stated)	-11.8	62.8	74.6	6.1	106	-6.1	106	-6.4%	13.7%
Cn1c(C(=O)O)c(CC(=O)N2CCN(Cc3ccccc3)CC2)c2ccccc21	.	.	.	9.8	116	-9.8	116	-4.2%	-74.5%
COc1ccc(/C=N/N=C(/N)N[N+](=O)[O-])c(OC)c1	.	.	.	-8.6	157	8.6	157	-4.8%	1.2%
O=C(Cc1ccccc1)N1CCN(C2CCCC2)CC1	-8.7	77.3	86.0	4.3	199	-4.3	199	-10.7%	-9.2%
CC(C)N1C(=O)CCC1C(=O)N1CCC2(CC1)OCCO2 (configuration not stated)	-0.6	96.1	96.7	1.3	152	-1.3	152	-8.8%	10.5%
Cc1cccc(-n2c(O)c(C=NCCCN3CCOCC3)c(=O)[nH]c2=O)c1C	.	.	.	18.4	131	-18.4	131	-4.4%	2.0%
CCN(c1ccc(C(O)(C(=O)OC)C(F)(F)F)cc1)S(=O)(=O)c1ccccc1 (configuration not stated)	12.9	89.3	76.5	.	.	.	.	-12.7%	-27.4%
Cn1c(O)c(C=Nc2ccc3c(c2)CCC3)c(=O)n(C)c1=O	-7.0	89.7	96.6	.	.	.	.	-7.3%	-2.7%
Cc1ccccc1-n1c(-c2ccco2)nc2ccccc2c1=O	-13.6	64.4	78.0	-4.9	129	4.9	129	.	.
COC(=O)c1ccc(CN2CCN(Cc3ccccc3)CC2)cc1	7.9	96.1	88.2	-12.5	121	12.5	121	-8.7%	2.0%
COc1ccc(CC2C(=O)N(c3ccccc3)C(=O)N(c3ccccc3)C2=O)c(OC)c1	-7.7	100.7	108.4	3.0	160	-3.0	160	8.0%	-20.7%
O=C(c1cc2c(s1)CCCC2)N1CCC2(CC1)OCCO2	0.7	86.0	85.3	8.7	160	-8.7	160	0.7%	-16.9%
CC(C)n1nnnc1CN1CCN(C)CC1	-8.3	97.3	105.7	3.5	81	-3.5	81	6.4%	4.1%
CCCC/C(=N\O)c1c[nH]c2ccccc12	8.0	81.3	73.4	12.5	137	-12.5	137	-7.0%	17.8%
CCOC(=O)c1c(C)n(COCCO)c2ccc(O)cc12	-2.4	71.9	74.3	-6.4	104	6.3	104	3.4%	-10.5%
CCOc1ccccc1N1C(=O)NC(=O)/C(=C/c2ccc3c4c(cccc24)CC3)C1=O	.	.	.	8.5	164	-8.5	164	2.9%	6.6%
Cc1cc(OCC(=O)Nc2cc(C)nn2-c2ccccn2)c2c3c(c(=O)oc2c1)CCC3	3.1	79.2	76.0	.	.	.	.	4.8%	13.4%
O=C(CCS(=O)(=O)c1ccc(Br)cc1)N1CCC2(CC1)OCCO2	-17.8	75.1	92.9	.	.	.	.	-7.7%	14.5%
O=C(Cn1c(=S)[nH]c2ccccc2c1=O)N1CCC2(CC1)OCCO2	.	.	.	-3.4	183	3.4	183	-0.5%	7.0%
